High-throughput results as filed in PubChem.
PriA SSB inh: blocks PriA binding to SSB C-terminal tail; AlphaScreen SSBct-PriA binding, biotinylated peptide; inhibition, % at 33 µM; actives 0.6% (n = 430,000); in the data active = inhibition mostly above about 37%, no sharp cut-off; inactive = mostly below about 20%;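 also: plate controls were negative control peptide for no effect and reference peptide for full effect; strong numbers were not always called active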
Starred values were filed as active, the others as inactive; & = joins results of further samples. The list is partial (hit frequency here may not be typical).

SMILES | PriA SSB inh
CN(C)CC1CSCCCN1C(=O)CC(c1ccccc1)c1ccccc1 (stereo not drawn) | -14
Cc1ccc(NC(=O)C[C@H](NCCCO)C(=O)O)c(C)c1 | 6
Cc1cccc2sc(N(Cc3cccnc3)C(=O)C3CCN(S(=O)(=O)c4ccc(Cl)s4)CC3)nc12 | -15
COc1ccc(C(=O)NN=C(CCC(=O)O)c2ccc(C(C)(C)C)cc2)cc1OC | -5
COc1ccccc1CNC(=O)Cc1csc(NC(=O)C2CCC(=O)N2)n1 (stereo not drawn) | 1
O=C(CN1C(=O)CCC1=O)Nc1nnc(C2=COCCO2)o1 | 1
O=S(=O)(c1ccccc1)N1CCn2cccc2C1c1ccc(F)c(F)c1 (stereo not drawn) | 10
COc1cc(OC)cc(-c2noc(-c3sccc3S(=O)(=O)N(C)c3ccc(Cl)cc3)n2)c1 | -11
CN1C(=O)C(C)(C)COc2ccc(NS(=O)(=O)c3ccc(C(C)(C)C)cc3)cc21 | 6
CC(=O)Nc1ccc(S(=O)(=O)N2CCC(c3nnc(-c4ccco4)s3)CC2)cc1 | 1
CCOC(=O)CCC(=O)N1CCC(CSc2nccn2C)CC1 | 6
COC(=O)CS[C@H]1CCN(C(=O)C2(c3cccs3)CCCC2)C1 | 0
O=S(=O)(NCCNc1cc(Nc2ccccn2)ncn1)c1ccccc1C(F)(F)F | 7
Cn1cccc1-c1noc(CNC(=O)c2ccc(N3CCOCC3)cc2)n1 | -14
CC1=CC(C)C(C=Nn2cnnc2)C(C)C1 (stereo not drawn) | 3
CCN1C(SCC(=O)N2CCN(c3ccccc3F)CC2)=NS(=O)(=O)c2ccccc21 | -9
O=C(Nc1cc(=O)[nH]c2nc(C(F)(F)F)nn12)c1ccc(F)cc1 | -6
CN(C)c1cncc(OC2CCN(C(=O)c3noc4c3CCCC4)C2)n1 (stereo not drawn) | 6
Cc1ccc(C(=O)ON=Cc2c(C)nn(C)c2Cl)cc1 | -12
O=C(NCc1ccco1)c1csc(Nc2ccc(OC(F)F)cc2)n1 | 8
O=C(NCCn1nc(-c2ccco2)ccc1=O)c1cccc(C(F)(F)F)c1 | -10
COC(=O)CCSCC(=O)Nc1ccc(C)cc1 | 12
Cc1ccc(S(=O)(=O)NCC2(c3ccc(F)cc3)CCOCC2)cc1C | 0
Cc1c(Cl)cccc1S(=O)(=O)NCCn1nc(C(F)(F)F)n(C)c1=O | -6
COc1ccc(C(=O)CSc2nnc(-c3ccncc3)o2)cc1 | 7
COc1ccc(-c2cc(-c3ccc(OC)cc3)c3c(N)c(C(=O)c4ccc(Cl)cc4)sc3n2)cc1 | -14
COc1ccc(C=NNC(=S)NC2CCS(=O)(=O)C2)cc1 (stereo not drawn) | 2
Clc1ccc(-n2cccc2C=Nn2cnnc2)cc1 | -4
Cc1nc(SCc2ccccc2F)[nH]c(=O)c1CC(=O)N1CCc2ccccc21 | -18
Cc1nc2cc(NC(=O)C3CCCN(Cc4nc(-c5cccs5)no4)C3)ccc2s1 (stereo not drawn) | 1
CCN1CCN(C(=O)N2CCCC(Cc3nc(C4CC4)no3)C2)C(=O)C1=O (stereo not drawn) | 5
COc1ccc2nc(-c3ccc(OC)c(NC(=O)COc4ccccc4)c3)cn2n1 | -17
CN(C[C@H]1Cc2ccccc2CO1)C(=O)Cn1c(=O)oc2ccccc21 | -9
O=C(CCS(=O)(=O)c1ccccc1)N1CCc2nc3ccccn3c(=O)c2C1 | 2
CCC(C)C(C)=NNC(=O)c1ccccc1OCCOc1ccccc1 (stereo not drawn) | -4
O=C(c1cccc(C(F)(F)F)c1)N1CCC2(CC1)OCCS2 | -18
COC(=O)C=c1sc(=C(C#N)C(=O)N2CCOCC2)n(-c2ccccc2)c1=O | -9
Cc1ccc(S(=O)(=O)NCC2CC(=O)N(Cc3ccc(F)cc3)C2)cc1 (stereo not drawn) | -2
CCOC(=O)NC(NC(=O)OCC)c1ccc(OC)c(OC)c1 | -1
COc1nc2ccccc2nc1N1CCC(C(=O)Nc2ccc(C)cc2)CC1 | -8
C[C@@H]1C(=O)N2CCCc3cc(NC(=O)c4ccc5c(c4)OCO5)cc1c32 | -17
COc1ccc(C)cc1S(=O)(=O)NCCc1ccc(N2CCCC2)cc1 | 22
Cn1cccc1CN(Cc1cccs1)C(=O)c1csc(-c2ccccc2)n1 | -15
Cc1ccc(-c2cc(C(=O)N3CCC(NC(=O)c4cccc(N(C)C)c4)CC3)[nH]n2)c(C)c1 | 48*
CC(=O)c1cccc(NC(=O)CCc2csc3nc(-c4ccccc4)cn23)c1 | -4
O=C(COc1ccccc1)Nc1nc2c(F)cc(F)cc2s1 | -4
CCN(CC)S(=O)(=O)c1cccc(-c2n[nH]c(=S)n2N=Cc2ccc(Br)cc2)c1 | 4
Cc1cc(C)c(C)c(S(=O)(=O)N2CC(S(=O)(=O)Cc3ccco3)C2)c1C | -6
O=C(Nc1ccc2c(c1)N(C(=O)C1CCCC1)CC2)c1ccco1 | -12
CN1C(=O)c2cccc(NC(=O)c3cc(-c4ccccc4)nc4ccccc34)c2C1=O | -22
COc1ccccc1N1CCN(CC(O)COc2cc(C)cc(C)c2)CC1 (stereo not drawn) | 11
CC(C)(C)c1ccc(NC(=O)N2C3CCC2COC3)cc1 | -9
Cc1cccc2sc(N(Cc3ccncc3)C(=O)COc3ccccc3)nc12 | 5
COc1cc(-c2noc(Cn3ncn4nc(-c5ccccc5Cl)cc4c3=O)n2)cc(OC)c1OC | -14
O=C(CCn1ccc(=O)[nH]c1=O)Nc1ccccc1Cc1nc(-c2cccs2)no1 | 0
CCCCCC(=O)NN=C(C)c1ccc(Cl)cc1 | -27
Cc1nc2c(c(N3CCC(NC(=O)C4CCOC4)CC3)n1)CCCC2 (stereo not drawn) | -11
C=CCNC(=O)C(=O)NCC1OCCCN1S(=O)(=O)c1ccc(OC)cc1 (stereo not drawn) | 13
CC(C)Sc1ccc(CC(=O)N2CCC(Oc3cnccn3)CC2)cc1 | -2
Cc1ccc(-n2ncc3c(C)nnc(SCc4ccccn4)c32)cc1C | 9

The list continues.
SMILES | PriA SSB inh
CC(=O)OC1CCC2(C=NO)C(=CCC3C4CCC(=O)C4(C)CCC32)C1 (stereo not drawn) | -20
COc1cccc2c1OCC(=O)N(c1ccc(F)cc1Cl)C2 | -16
Nc1cccc[n+]1Cc1cn2ccccc2n1 | 12
COc1cccc(C=NNc2ncnc3c2[nH]c2ccc(C)cc23)c1OC | 1
CSc1ccc(C(O)CNC(=O)Cc2ccc(F)cc2)cc1 (stereo not drawn) | -12
Cc1nnc(NC(=O)c2cn(Cc3ccccc3)nc2OCc2ccccc2)s1 | -5
O=C(CSc1nc2ccccc2o1)N1CCN(C(=O)C2CC2c2cccs2)CC1 (stereo not drawn) | 9
COC(=O)c1ccc2c(=O)[nH]c3c(C(=O)OC(C)C)c4nc5ccccc5nc4n3c2c1 | -14
Cc1[nH]c(=O)[nH]c(=O)c1CC(=O)NCc1ccc(Cl)cc1 | -4
CCCc1cc(=O)n(CC(=O)NCc2ccc3c(c2)OCO3)c(-n2nc(C)cc2C)n1 | -28
O=C(Nc1ccc(C(F)(F)F)cc1)N1CCc2cnc(N3CCOCC3)nc2C1 | -14
COc1ccccc1NN=C(C#N)C(=N)N1CCOCC1 | 2
CC(C)CS(=O)(=O)C1CN(C(=O)Cn2ccc3ccccc32)C1 | -3
CCS(=O)(=O)Nc1cc(N2CCCS2(=O)=O)ccc1C | -18
ON=C(c1ccc(F)cc1)C1CC1c1c(F)cccc1Cl (stereo not drawn) | -11
Cc1ccc(C)c(N2CCN(C(=O)c3ccc(-n4cccn4)nc3)CC2)c1 | -3
O=C(NCC1CCCN1c1nccs1)Nc1ccccc1Cl (stereo not drawn) | 8
COc1cccc2cc(C(=O)NCc3cc(-c4ccco4)n(C)n3)oc12 | 1
CN(C)c1ccc(C2SCCN2C(=O)c2cc3ccccc3oc2=O)cc1 (stereo not drawn) | 4
CCC1SC(=NS(=O)(=O)c2ccc(N)cc2)NC1=O (stereo not drawn) | -6
Cc1nnc(NC(=O)CSc2nnc(NC(=O)c3ccccc3C(F)(F)F)s2)s1 | -9
CS(=O)(=O)c1ccc(CCC(=O)NCC2CCN(S(=O)(=O)C3CC3)CC2)cc1 | -13
CCOc1ccc2nc(N(CCN(CC)CC)C(=O)CCCSc3ccccc3)sc2c1 | 5
CCOc1ccc(N2CC(NC(=O)CCc3ccc(OC)cc3)CC2=O)cc1 (stereo not drawn) | 0
CCOC(=O)c1coc(N)n1 | -10
O=C(Cn1cccc(-c2nc(-c3ccc(Cl)cc3)no2)c1=O)Nc1ccccc1C(F)(F)F | -7
C=CCc1cccc(C=NNC(=O)CCC(=O)Nc2ccc(C)cc2)c1O | 6
CCOC(=O)CNC(=O)Cn1c(-c2cccnc2)nc2ccccc21 | -14
CCOc1ccc(OCCNC(=O)c2ccc(Cl)c(Cl)c2)cc1 | -23
COc1ccccc1CCNC(=O)CCc1csc(NC(=O)c2ccco2)n1 | -6
CC(=O)Nc1ccc(NC(=O)C(=O)NCCCc2ccccc2)cc1 | -8
COc1ccc(C=NNc2cc(N3CCOCC3)ncn2)c(OC)c1 | 8
O=C(CNc1ccc2ccccc2c1)NN=Cc1cc2ccccc2nc1Cl | 12
Cc1cc2cc(CNC(=O)Nc3ccc(Cl)c(Cl)c3)ccc2[nH]1 | 4
CCCCOc1ccc(NC(=O)NCC2CCN(C(=O)Nc3ccccc3OC)CC2)cc1 | -3
COc1cccc(C=NNC(=S)NC2CC3CCC2C3)c1OC (stereo not drawn) | -3
CC(C)Sc1ccc(CC(=O)N2CC(n3ccnn3)C2)cc1 | 4
CC(C)CNS(=O)(=O)c1cccc2cnccc12 | -5
Cc1ccc(F)cc1NC(=O)CSc1nc2c(-c3ccccc3)csc2c(=O)n1C | -15
COc1cc(C(=O)O[C@H]2CC(C)=CCC[C@@]3(C)O[C@@H]3[C@H](O)[C@@H]2C(C)C)cc(OC)c1OC | -10
O=C(c1ccccc1)c1ccccc1NC(=O)c1csc2c1CCCC2 | 5
C/C=C/c1ccc(OCCCn2c(C(C)(C)O)nc3ccccc32)c(OC)c1 | -9
Cc1nc2cc(NC(=O)CCCS(=O)(=O)c3ccc(F)cc3)ccc2s1 | 20
N#CC1(N2CCOCC2)CCCC1 | 29
S=c1[nH]cc(-c2ccc(Cl)c(Cl)c2)n1Cc1ccccc1 | -5
CSc1nc2ccc(NC(=O)C3=COCCO3)cc2s1 | -10
c1ccc(-c2cc(-c3ccc4c(c3)OCCO4)c(-c3ccccc3)nn2)cc1 | 5
CCOc1ccc(S(=O)(=O)NC[C@H](O)c2ccc(C(F)(F)F)cc2)cc1F | -7
CCOc1ccccc1C(=O)NCCCn1nc(-c2ccc(Cl)cc2)ccc1=O | -3
O=C(Nc1ccc(-c2csc(Nc3cccnc3)n2)cc1)c1ccoc1 | -4
Cc1onc(-c2ccccc2Cl)c1C(=O)NCCN1CCN(c2ccc(F)cc2)CC1 | -4&1
c1ccc2oc(-c3ccc(-c4nc5ccccc5o4)c4ccccc34)nc2c1 | -18
OCc1nc2ccccc2n1Cc1ccc(Cl)c(Cl)c1 | -9
CCOc1ccc(-c2noc(Cn3nc(-c4ccccc4F)ccc3=O)n2)cc1 | -6
CCN(CC)c1ccc(C=NN2CC(=O)NC2=S)cc1 | -9
O=C(CSc1nc2sc3c(c2c(=O)[nH]1)CCC3)NCc1ccccn1 | 2
COc1ccc(C=NNC(=S)NCC2CCCO2)cc1 (stereo not drawn) | 2
O=C(NCC1CCN(C(=O)c2cccnc2)CC1)c1ccc(Cl)cc1Cl | -10
COc1ccc(-n2ccnc(SCc3cccc([N+](=O)[O-])c3)c2=O)cc1 | 30
NCc1noc(Cn2ccccc2=O)n1 | -5

20 entries out of the list, sorted by molecular weight, low to high.
SMILES | PriA SSB inh
N#CC1(N2CCOCC2)CCCC1 | 29
NCc1noc(Cn2ccccc2=O)n1 | -5
CC(C)CNS(=O)(=O)c1cccc2cnccc12 | -5
CCN(CC)c1ccc(C=NN2CC(=O)NC2=S)cc1 | -9
COc1ccc(C=NNC(=S)NCC2CCCO2)cc1 (stereo not drawn) | 2
OCc1nc2ccccc2n1Cc1ccc(Cl)c(Cl)c1 | -9
CSc1nc2ccc(NC(=O)C3=COCCO3)cc2s1 | -10
S=c1[nH]cc(-c2ccc(Cl)c(Cl)c2)n1Cc1ccccc1 | -5
O=C(c1ccccc1)c1ccccc1NC(=O)c1csc2c1CCCC2 | 5
O=C(Nc1ccc(-c2csc(Nc3cccnc3)n2)cc1)c1ccoc1 | -4
c1ccc(-c2cc(-c3ccc4c(c3)OCCO4)c(-c3ccccc3)nn2)cc1 | 5
COc1ccc(-n2ccnc(SCc3cccc([N+](=O)[O-])c3)c2=O)cc1 | 30
O=C(CSc1nc2sc3c(c2c(=O)[nH]1)CCC3)NCc1ccccn1 | 2
C/C=C/c1ccc(OCCCn2c(C(C)(C)O)nc3ccccc32)c(OC)c1 | -9
O=C(NCC1CCN(C(=O)c2cccnc2)CC1)c1ccc(Cl)cc1Cl | -10
CCOc1ccc(S(=O)(=O)NC[C@H](O)c2ccc(C(F)(F)F)cc2)cc1F | -7
CCOc1ccccc1C(=O)NCCCn1nc(-c2ccc(Cl)cc2)ccc1=O | -3
Cc1ccc(F)cc1NC(=O)CSc1nc2c(-c3ccccc3)csc2c(=O)n1C | -15
Cc1onc(-c2ccccc2Cl)c1C(=O)NCCN1CCN(c2ccc(F)cc2)CC1 | -4&1
COc1cc(C(=O)O[C@H]2CC(C)=CCC[C@@]3(C)O[C@@H]3[C@H](O)[C@@H]2C(C)C)cc(OC)c1OC | -10

(listing goes on)
SMILES | PriA SSB inh
O=C(NCc1ccccc1F)c1cccc(Oc2ccccn2)c1 | 5
C/C(C=Nn1c(C)n[nH]c1=S)=C/c1ccccc1 | 0
COc1ccc(OCc2noc(CNC(=O)Cc3ccc(S(=O)(=O)C(C)C)cc3)n2)cc1 | -4
CN(Cc1ccccc1)c1oc(COc2ccc(F)cc2)nc1C#N | 64*
C(=Nn1cnnc1)c1cccn1-c1ccccc1 | -12
Cc1ccc(S(=O)(=O)NC(C)Cc2ccc(C=O)s2)cc1 (stereo not drawn) | 23
CC(=O)Nc1ccccc1OC1OC(COC(C)=O)C(OC(C)=O)C(OC(C)=O)C1NC(C)=O (stereo not drawn) | -4
CC(=O)c1sc(NC(=O)CCCSc2ccc(F)cc2)nc1C | -4&3
